H1N1 NS1A inhibition = H1N1 influenza NS1A inhibitors, functional cell based assay (AID 504329); NS1A functional cell-based assay, percent inhibition; higher % means a stronger effect; 340,000 tested, 0.3% active; inhibition, % at 12.5 µM, or IC50 in µM where a hit was titrated; in the data active = a potency from the dose series; inconclusive = inhibition above about 27% without an active follow-up result; also: strong numbers were not always called active
inhibitors of VEEV = inhibitors of VEEV TC-83 cytopathic effect, confirmation, Vero cells (AID 588727) | Vero cells, VEEV TC-83 cytopathic effect inhibition; higher % means a stronger effect | inhibition, % at 20 µM, or IC50 in µM where a hit was titrated | 350,000 tested, 0.13% active; in the data active = a potency from the dose series; inconclusive = inhibition mostly from about 14% at the one dose, without a potency; inactive = the rest, 99 in 100 with inhibition below about 12%; also: strong numbers were not always called active
M. tuberculosis HTS = M. tuberculosis growth inhibition, HTS (AID 449762) | 330,000 tested, 0.59% active | M. tuberculosis H37Rv growth inhibition, 7H9 media; higher % means a stronger effect | inhibition, % at 25 µM, or IC50 in µM where a hit was titrated; in the data active = a potency from the dose series; inconclusive = inhibition above about 70% without an active follow-up result;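 also: bacterial growth assessed after seven days of incubation; strong numbers were not always called active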
PhoP GFP inhibition = PhoP regulon inhibitors, Salmonella typhi PhoP promoter GFP reporter, confirmatory (AID 1850); Salmonella Typhi PhoP-promoter GFP reporter, fluorescence, 4 h; higher % means a stronger effect; inhibition, % at 50 µM; hits with a dose series show IC50 in µM; 310,000 tested, 0.33% active; in the data active = a potency from the dose series; inconclusive = inhibition mostly from about 25% at the one dose, without a potency; inactive = the rest, 99 in 100 with inhibition below about 19%;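 also: 0% = induced wells with vehicle and 100% = uninduced wells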
M. tuberculosis = growth inhibition of non-replicating M. tuberculosis (AID 488890) | Mycobacterium tuberculosis non-replicating, growth inhibition; higher % means a stronger effect | inhibition, % at 25 µM, or IC50 in µM where a hit was titrated | 320,000 tested, 0.39% active; in the data active = a potency from the dose series; inconclusive = inhibition mostly from about 82% at the one dose, without a potency; inactive = the rest, 99 in 100 with inhibition below about 76%;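 also: plate controls were DMSO cells for no effect and high antibiotic wells for full effect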
inhibitors of VEEV 10K pilot screen = further read-out of inhibitors of VEEV, marked with its call; inhibition, %; measured here: 10K pilot screen inhibition
Starred values were filed as active, the others as inactive.

What do the screens show for `CC(C)CNC(=O)COC(=O)c1cc(S(=O)(=O)N(C)C)ccc1N1CCCC1`?
H1N1 NS1A inhibition: 5%; inhibitors of VEEV: 0.4%; M. tuberculosis HTS: -4%; PhoP GFP inhibition: 11%; M. tuberculosis: 5%

Results for Cc1ccc(S(=O)(=O)c2nc(C(C)(C)C)oc2N2CCOCC2)cc1 ?
H1N1 NS1A inhibition: 20%; inhibitors of VEEV: 1.6%; M. tuberculosis HTS: -7%; PhoP GFP inhibition: -6%; M. tuberculosis: 3%

Results for Cc1cc(CCNC=O)c(C)c2c1oc1ccccc12 ?
H1N1 NS1A inhibition: 1%; inhibitors of VEEV: 0.1%

Results for CC(=O)c1cccc(CN2CCCCC2C(=O)Nc2ccc(Oc3ccccc3)nc2)c1 (stereo not given) ?
H1N1 NS1A inhibition: -9%; inhibitors of VEEV: 9.0%; M. tuberculosis HTS: 3%; PhoP GFP inhibition: -7%; M. tuberculosis: 11%

What do the screens show for `CCOC(=O)C1(CCCc2ccccc2)CCN(S(=O)(=O)N(C)C)CC1`?
H1N1 NS1A inhibition: 20%; inhibitors of VEEV: inactive; M. tuberculosis HTS: 6%; PhoP GFP inhibition: -5%; M. tuberculosis: -2%

How did Cc1c(NC(=O)Nc2c(Cl)cccc2Cl)c(=O)n(-c2ccccc2)n1C do in these assays?
H1N1 NS1A inhibition: 19%; inhibitors of VEEV: 1.7%; M. tuberculosis HTS: 1%; PhoP GFP inhibition: -6%; M. tuberculosis: 3%

How did CCN(CC)c1nc2ccccc2nc1C(C#N)C(=O)NCCCOC (stereo not given) do in these assays?
H1N1 NS1A inhibition: -2%; inhibitors of VEEV: 6.6%; M. tuberculosis HTS: 12%; PhoP GFP inhibition: -1%; M. tuberculosis: 13%

How did CCOc1ccccc1C(=O)Nc1cc(C(=O)NCC(C)C)ccc1Cl do in these assays?
M. tuberculosis HTS: 6%; PhoP GFP inhibition: 8%; M. tuberculosis: -1%

Results for O=C1CCc2cc(S(=O)(=O)NCCc3ccc(Cl)cc3)cc3c2N1CC3 ?
H1N1 NS1A inhibition: 0%; inhibitors of VEEV: 5.3%

Results for CCCCN(Cc1ccco1)C(=O)C1CCCN(c2ncnc3c2nc2n3CCCCC2)C1 (stereo not given) ?
H1N1 NS1A inhibition: 9%; inhibitors of VEEV: 7.4%; M. tuberculosis HTS: -2%; PhoP GFP inhibition: -2%; M. tuberculosis: 19%

What do the screens show for `Cc1cccc(NC(=S)N(CCN(C)C)Cc2cc3cccc(C)c3[nH]c2=O)c1`?
H1N1 NS1A inhibition: -1%; inhibitors of VEEV: 7.9%; M. tuberculosis HTS: 14%; PhoP GFP inhibition: -3%; M. tuberculosis: 53%

How did O=C(/C=C/c1cccnc1)/C=C/c1cccnc1 do in these assays?
H1N1 NS1A inhibition: -1%; inhibitors of VEEV: inactive

What do the screens show for `COC(=O)C1CCN(C2=C(NS(=O)(=O)c3ccc(Cl)cc3)C(=O)c3ccccc3C2=O)CC1`?
H1N1 NS1A inhibition: 27µM*; inhibitors of VEEV: 0.5%; M. tuberculosis HTS: -7%; PhoP GFP inhibition: 7%; M. tuberculosis: 27%

How did Cc1ccc(-n2nc(C)c3c2NC2=C(C(=O)CC(C)(C)C2)C3c2ccccc2OCC(=O)O)cc1 (stereo not given) do in these assays?
H1N1 NS1A inhibition: -1%; inhibitors of VEEV: 0.7%; M. tuberculosis HTS: 3%; PhoP GFP inhibition: -15%; M. tuberculosis: 5%

Results for COc1ccc(OC)c(CN2CCN(C(=O)Cc3ccccc3)CC2)c1 ?
H1N1 NS1A inhibition: -12%; inhibitors of VEEV: inactive; M. tuberculosis HTS: 1%; PhoP GFP inhibition: -6%; M. tuberculosis: -12%

How did Cc1ccc(C(C)C)c(OCC(=O)N2CCOCC2)c1 do in these assays?
H1N1 NS1A inhibition: 8%; inhibitors of VEEV: 1.5%; M. tuberculosis HTS: 0%; PhoP GFP inhibition: 0%; M. tuberculosis: -1%

What do the screens show for `COc1ccc(N(C(C)C(=O)N/N=C(\C)C(C)(C)C)S(C)(=O)=O)cc1` (stereo not given)?
H1N1 NS1A inhibition: -13%; inhibitors of VEEV: 0.4%; M. tuberculosis HTS: -8%; PhoP GFP inhibition: -2%; M. tuberculosis: 10%

How did COc1cc([N+](=O)[O-])ccc1N/C=C/C(=O)c1cccs1 do in these assays?
H1N1 NS1A inhibition: 6%; inhibitors of VEEV: inactive; M. tuberculosis HTS: -9%; PhoP GFP inhibition: -13%; M. tuberculosis: 0%

Results for O=C(CSc1nc2ccccc2n1CC(=O)N1CCCC1)Nc1ccc2c(c1)OCO2 ?
H1N1 NS1A inhibition: 0%; inhibitors of VEEV: 3.6%; M. tuberculosis HTS: 0%; PhoP GFP inhibition: -4%; M. tuberculosis: 63%

How did CCCCCCc1c(C)nc(-n2[nH]c(C)c(CCO)c2=O)[nH]c1=O do in these assays?
H1N1 NS1A inhibition: 16%; inhibitors of VEEV: 2.0%; M. tuberculosis HTS: 27%; PhoP GFP inhibition: -3%; M. tuberculosis: 61%; inhibitors of VEEV 10K pilot screen: 0.6

What do the screens show for `Cc1c(C(=O)O)sc(=S)n1CCOc1ccccc1`?
H1N1 NS1A inhibition: -4%; inhibitors of VEEV: 0.1%; M. tuberculosis HTS: 2%; PhoP GFP inhibition: -7%; M. tuberculosis: 6%

Results for Cc1noc(C)c1-c1nnc(-c2ccc(C(F)(F)F)cc2)o1 ?
H1N1 NS1A inhibition: -2%; inhibitors of VEEV: inactive; M. tuberculosis HTS: -9%; PhoP GFP inhibition: 7%; M. tuberculosis: 5%

Results for CCCCN(C)CCCNC(=O)c1cc(Nc2ccc(OC)c(OC)c2)nc2ccccc12 ?
H1N1 NS1A inhibition: 6%; inhibitors of VEEV: inactive; M. tuberculosis HTS: 8%; PhoP GFP inhibition: -4%; M. tuberculosis: -2%

What do the screens show for `S=C1NC2(CCCCC2)NC12CCCCC2`?
H1N1 NS1A inhibition: 23%; inhibitors of VEEV: 2.1%; M. tuberculosis HTS: -9%; PhoP GFP inhibition: -9%; M. tuberculosis: -22%

What do the screens show for `O=C(CSc1nnc(Cn2c(=O)sc3ccccc32)n1-c1ccccc1)N1CCCCCC1`?
H1N1 NS1A inhibition: 4%; inhibitors of VEEV: 0.3%; M. tuberculosis HTS: -4%; PhoP GFP inhibition: -8%; M. tuberculosis: 18%

Results for CC1(C)CC(=O)C2=C(C1)NC(=O)CC2c1cccc(F)c1 (stereo not given) ?
H1N1 NS1A inhibition: 5%; inhibitors of VEEV: 0.6%; M. tuberculosis HTS: 1%; PhoP GFP inhibition: 8%; M. tuberculosis: 0%

Results for COc1ccc(C2CC(c3cccs3)=NN2C(=S)Nc2ccccc2)cc1OC (stereo not given) ?
H1N1 NS1A inhibition: 19%; inhibitors of VEEV: 1.4%; M. tuberculosis HTS: 0%; PhoP GFP inhibition: -6%; M. tuberculosis: 41%

Results for O=C(NS(=O)(=O)Oc1cccc(F)c1)OC[C@@H]1CCCN2CCCCC12 (stereo not given in full) ?
H1N1 NS1A inhibition: 4%; inhibitors of VEEV: 1.6%; M. tuberculosis HTS: 6%; PhoP GFP inhibition: -4%; M. tuberculosis: -16%

What do the screens show for `Cc1ccc(NC(=O)c2cccc(-n3cnnn3)c2)cc1Cl`?
H1N1 NS1A inhibition: -15%; inhibitors of VEEV: 3.8%; M. tuberculosis HTS: 4%; M. tuberculosis: -19%

How did CCOC(=O)c1sc(N2N=C(C)/C(=C\c3ccc(OCC(=O)OC)cc3)C2=O)nc1C do in these assays?
H1N1 NS1A inhibition: -7%; inhibitors of VEEV: inactive; M. tuberculosis HTS: 10%; PhoP GFP inhibition: 3%; M. tuberculosis: 4%

Results for CC(C)(C)S(=O)(=O)c1cnc2c(S(=O)(=O)c3ccccc3)cnn2c1N ?
H1N1 NS1A inhibition: -6%; inhibitors of VEEV: 2.6%; M. tuberculosis HTS: -5%; PhoP GFP inhibition: 5%; M. tuberculosis: 13%

How did Cc1cc(=O)n2nc(N3CCCC(C(=O)N4CCN(C)CC4)C3)sc2n1 (stereo not given) do in these assays?
H1N1 NS1A inhibition: -7%; inhibitors of VEEV: 1.2%; M. tuberculosis HTS: -7%; PhoP GFP inhibition: -5%; M. tuberculosis: -5%

How did COc1ccc(OCCOc2ccc(S(=O)(=O)N3CCCC3)cc2C(N)=O)cc1 do in these assays?
H1N1 NS1A inhibition: -6%; inhibitors of VEEV: 1.6%; M. tuberculosis HTS: -5%; M. tuberculosis: 6%

How did COc1ccc(S(=O)(=O)N2CCOC2CNC(=O)C(=O)NCc2cccnc2)cc1C (stereo not given) do in these assays?
H1N1 NS1A inhibition: -10%; inhibitors of VEEV: 1.7%; M. tuberculosis HTS: -5%; PhoP GFP inhibition: 4%; M. tuberculosis: 6%

Results for Cc1cc(C)c(C)c(S(=O)(=O)NCC(=O)Nc2ccc(F)cc2)c1C ?
H1N1 NS1A inhibition: 0%; inhibitors of VEEV: 3.0%; M. tuberculosis HTS: -15%; PhoP GFP inhibition: -10%; M. tuberculosis: 10%

How did COc1ccc(OC)c(C(=O)COC(=O)c2ccc([N+](=O)[O-])o2)c1 do in these assays?
H1N1 NS1A inhibition: 0%; inhibitors of VEEV: 3.5%; M. tuberculosis HTS: inconclusive; M. tuberculosis: 55%

How did O=C(Nc1cccnc1)c1cc(-c2ccc(Cl)cc2)on1 do in these assays?
H1N1 NS1A inhibition: -11%; inhibitors of VEEV: 2.0%; M. tuberculosis HTS: -2%; PhoP GFP inhibition: 4%; M. tuberculosis: 71%

How did C#CCn1cc(/C=C2\NC(=O)NC2=O)c2ccccc21 do in these assays?
H1N1 NS1A inhibition: 19%; inhibitors of VEEV: 0.7%; M. tuberculosis HTS: 0%; PhoP GFP inhibition: 0%; M. tuberculosis: -2%

Results for COc1ccc(C2CC(=O)C(C=NCCN3CCN(C(=S)Nc4ccccc4)CC3)=C(O)C2)cc1 (stereo not given) ?
H1N1 NS1A inhibition: 7%; inhibitors of VEEV: 1.1%; M. tuberculosis HTS: 4%; PhoP GFP inhibition: 3%; M. tuberculosis: 1%

What do the screens show for `CCCCCn1c(=O)[nH]c2cc(C(=O)NCCCN3CCCCC3CC)ccc2c1=O` (stereo not given)?
H1N1 NS1A inhibition: 8%; inhibitors of VEEV: inactive; M. tuberculosis HTS: 0%; PhoP GFP inhibition: -8%; M. tuberculosis: 32%

What do the screens show for `CCOc1cccc(CN2CCN(Cc3ccc(C)o3)C(CCO)C2)c1O` (stereo not given)?
H1N1 NS1A inhibition: -13%; inhibitors of VEEV: 1.5%; M. tuberculosis HTS: 0%; PhoP GFP inhibition: 1%; M. tuberculosis: 5%

What do the screens show for `COC(=O)c1ccccc1NC(=O)c1ccc(COc2ccc(C)c(C)c2)o1`?
H1N1 NS1A inhibition: -19%; inhibitors of VEEV: 7.5%; M. tuberculosis HTS: 3%; PhoP GFP inhibition: -7%; M. tuberculosis: 9%

What do the screens show for `CC1=CC(C)(C)C(C(=O)O)C(C(=O)O)C1` (stereo not given)?
H1N1 NS1A inhibition: -2%; inhibitors of VEEV: 2.4%; M. tuberculosis HTS: -3%; PhoP GFP inhibition: -11%; M. tuberculosis: -4%

How did COc1cc(OC)c(C(=O)Nc2cc(Cl)ccc2-n2cncn2)cc1OC do in these assays?
H1N1 NS1A inhibition: -9%; inhibitors of VEEV: 10%; M. tuberculosis HTS: 43%; PhoP GFP inhibition: -9%; M. tuberculosis: 5%

4 entries drawn at random from the list so far, as already listed:
What do the screens show for `CCOc1cccc(CN2CCN(Cc3ccc(C)o3)C(CCO)C2)c1O` (stereo not given)?
H1N1 NS1A inhibition: -13%; inhibitors of VEEV: 1.5%; M. tuberculosis HTS: 0%; PhoP GFP inhibition: 1%; M. tuberculosis: 5%

How did COc1cc(OC)c(C(=O)Nc2cc(Cl)ccc2-n2cncn2)cc1OC do in these assays?
H1N1 NS1A inhibition: -9%; inhibitors of VEEV: 10%; M. tuberculosis HTS: 43%; PhoP GFP inhibition: -9%; M. tuberculosis: 5%

What do the screens show for `COC(=O)c1ccccc1NC(=O)c1ccc(COc2ccc(C)c(C)c2)o1`?
H1N1 NS1A inhibition: -19%; inhibitors of VEEV: 7.5%; M. tuberculosis HTS: 3%; PhoP GFP inhibition: -7%; M. tuberculosis: 9%

What do the screens show for `CC1=CC(C)(C)C(C(=O)O)C(C(=O)O)C1` (stereo not given)?
H1N1 NS1A inhibition: -2%; inhibitors of VEEV: 2.4%; M. tuberculosis HTS: -3%; PhoP GFP inhibition: -11%; M. tuberculosis: -4%

Screens from PubChem BioAssay.
